Screening results deposited in PubChem by several laboratories.
PfHsp40 rescue: restores yeast growth despite PfHsp40 toxicity; S. cerevisiae expressing PfHsp40, growth rescue, ATP luminescence; 340,000 compounds, 0.68% hits; growth rescue, % at 12.5 µM; in the data active means growth rescue above about 28%, passing the limit was not always enough; inconclusive means no clear call, values can overlap the other calls;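 further: yeast W303a lacking pdr1 and pdr3 grown in galactose medium; growth measured after three days at 30 °C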
TcdB inh: blocks C. difficile toxin B glycohydrolase activity | P18177 | TcdB glycohydrolase enzymatic assay, plate reader | inhibition, % at 9.99 µM | 350,000 compounds, 0.24% hits; in the data active means inhibition above about 10%
Mtb BioA inh: blocks M. tuberculosis BioA enzyme activity; purified M. tuberculosis BioA enzyme, plate reader; inhibition, % at 9.99 µM; 360,000 compounds, 0.096% hits; AID 602481; in the data active means inhibition above about 40%; inconclusive means no clear call, values can overlap the other calls
UGM FP inh: blocks M. tuberculosis UGM enzyme | purified UGM, fluorescence polarization probe displacement | 320,000 compounds, 0.06% hits | inhibition, % at 10 µM | P9WIQ1; in the data active means inhibition above about 10%, passing the limit was not always enough; inconclusive means no clear call, values can overlap the other calls
Target sequence (P9WIQ1 whole entry, looked up): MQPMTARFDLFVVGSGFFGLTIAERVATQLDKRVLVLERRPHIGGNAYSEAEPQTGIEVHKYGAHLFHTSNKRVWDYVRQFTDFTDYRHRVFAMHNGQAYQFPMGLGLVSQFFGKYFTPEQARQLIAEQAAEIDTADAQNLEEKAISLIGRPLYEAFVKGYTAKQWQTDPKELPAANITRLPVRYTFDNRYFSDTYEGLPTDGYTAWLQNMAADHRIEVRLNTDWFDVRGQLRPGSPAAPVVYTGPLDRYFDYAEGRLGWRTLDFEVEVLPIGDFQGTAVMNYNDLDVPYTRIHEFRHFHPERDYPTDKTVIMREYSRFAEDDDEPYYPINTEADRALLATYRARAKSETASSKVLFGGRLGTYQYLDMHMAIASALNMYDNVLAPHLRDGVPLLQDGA
FBA Mtb inh: Mtb fructose-bisphosphate aldolase inhibition | P9WQA3 | purified M. tuberculosis FBA, fluorescence read-out | inhibition, % at 1 µM | 360,000 compounds, 2.3% hits | AID 588726; in the data active means inhibition above about 27%;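 further: 0% = vehicle and 100% = reference inhibitor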
Target sequence (P9WQA3 whole entry, looked up): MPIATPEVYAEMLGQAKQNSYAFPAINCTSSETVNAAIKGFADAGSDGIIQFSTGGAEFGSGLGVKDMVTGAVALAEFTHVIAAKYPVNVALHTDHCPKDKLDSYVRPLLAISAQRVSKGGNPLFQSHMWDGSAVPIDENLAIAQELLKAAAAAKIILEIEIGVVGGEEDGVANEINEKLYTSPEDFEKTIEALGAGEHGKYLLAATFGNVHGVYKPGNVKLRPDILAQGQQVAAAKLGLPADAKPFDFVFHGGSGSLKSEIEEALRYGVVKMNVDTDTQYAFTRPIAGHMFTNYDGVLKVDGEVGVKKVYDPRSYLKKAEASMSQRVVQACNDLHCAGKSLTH
FadD28 binding: blocks FadD28 binding to the bisubstrate probe. fluorescence polarization. inhibition, % at 12.5 µM. 360,000 compounds, 0.22% hits. AID 588549; in the data active means inhibition above about 8.5%, passing the limit was not always enough; inconclusive means no clear call, values can overlap the other calls
Yp Topo-I inh: blocks Yersinia pestis topoisomerase I activity | Y. pestis Topo-I cleavage product accumulation, plate reader | activity, % at 10 µM | 360,000 compounds, 0.064% hits; in the data active means activity above about 50%, passing the limit was not always enough; inconclusive means no clear call, values can overlap the other calls; further: inactives centre near 2
GDH-TPI counter: inhibits GDH-TPI coupling enzymes, artifact for Mtb FBA screen | 360,000 compounds, 1.2% hits | inhibition, % at 4.8 µM | AID 588335 | GDH-TPI coupled enzyme counterscreen, NADH absorbance; in the data active means inhibition above about 30%;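 further: 0% = DMSO wells and 100% = wells lacking the enzyme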
Vc quorum ag: inducers of Vibrio cholerae quorum light production without autoinducers | V. cholerae BH1578 lux reporter, luminescence, 6 h | activation, % at 18.7 µM | 350,000 compounds, 0.16% hits; in the data active means activation mostly above about 9.7%, no sharp cut-off; inconclusive means no clear call, values can overlap the other calls; inactive means mostly below about 3.7%; further: not every result past the cut was called active; inactives centre near 0; reference of the scale not given here
* hit, by the source's call; i = inactive; ? = inconclusive; · = no result given.

SMILES | PfHsp40 rescue | TcdB inh | Mtb BioA inh | UGM FP inh | FBA Mtb inh | FadD28 binding | Yp Topo-I inh | GDH-TPI counter | Vc quorum ag
CC1CCCN(CCCNC(=O)c2nn(C)c3c2CS(=O)(=O)c2ccccc2-3)C1 (stereo unspecified) | 0.0 | -1.0 | -4.8 | 2.6 | 10 | 0.0 | -8 | 3 | -0.5
O=C(CC(c1ccccc1)c1ccccc1)NCC1CCCO1 (stereo unspecified) | -0.2 | · | -1.0 | 1.4 | 1 | -1.1 | 32 | 1 | i
Cc1ccc(NS(=O)(=O)c2ccc3c(c2)NC(=O)C(C)C(=O)N3)c(Br)c1 (stereo unspecified) | 1.2 | 1.0 | 0.2 | -1.5 | 1 | -1.2 | 4 | 1 | -1.3
CC(C)NC(=O)C1CCN(C2CCN(C(=O)Cc3ccc4c(c3)OCO4)CC2)CC1 | -0.8 | 0.5 | -2.5 | 1.1 | 3 | 0.2 | -1 | 3 | -0.2
CCN(CC(=O)NCc1cccs1)C(=O)c1ccc(S(=O)(=O)N(C)c2ccccc2)cc1 | 0.5 | 0.2 | 0.2 | -1.8 | -3 | -1.7 | 18 | 3 | -1.1
CC1CCCN(S(=O)(=O)c2ccc(C(=O)Nc3ccccc3-c3nc4ccccc4[nH]3)cc2)C1 (stereo unspecified) | -0.8 | · | · | -0.6 | 4 | -0.1 | -5 | 1 | i
CCOC(=O)C1(C)CCCN1C(=O)c1ccc2ccccc2c1 (stereo unspecified) | · | 0.1 | 0.7 | · | -2 | -1.5 | 2 | 7 | -0.4
CC(=O)c1sc(C(C)(C)C)cc1NC(=O)c1ccccc1C(=O)O | 1.8 | -2.7 | 2.5 | 2.2 | 2 | -2.6 | 4 | 15 | i
COC(=O)CC1SC(=O)NC1=Nc1ccc(C)cc1 (stereo unspecified) | 0.1 | · | 0.3 | -4.0 | -5 | -2.2 | -5 | 1 | -5.0
CCOC(=O)c1cc2c(nc1NC(=S)NCc1ccccc1)CCCC2 | -1.8 | -0.1 | · | 0.4 | 2 | -1.9 | 4 | 9 | -0.2
Cc1cc(-c2ccc(C)c(S(=O)(=O)Nc3cccc(CN4CCCC4)c3)c2)on1 | -2.4 | 1.5 | 15 | 0.7 | -1 | -0.3 | 4 | 4 | i
c1ccc(Oc2ncnc3sccc23)cc1 | -0.5 | 1.7 | 1.1 | 0.4 | 3 | -3.9 | 0 | -10 | 0.5
Cc1[nH]c(=O)[nH]c1C(=O)CCCCC(=O)OCC(=O)Nc1ccccn1 | ? | · | · | -2.4 | -2 | -1.0 | -4 | -5 | -7.1
O=C(NCc1ccc(Cl)nc1)c1csc([C@@H]2O[C@H](CO)[C@H](O)[C@H](O)[C@H]2O)n1 | · | 0.6 | 0.2 | · | 2 | 0.7 | 5 | 14 | i
COc1cccc(NC=C2C(=O)OC(C)(C)OC2=O)c1 | -0.5 | · | -0.8 | 0.2 | -1 | -3.6 | -4 | 26 | i
O=S(=O)(O)c1ccc(SCc2ccccc2)nc1 | 0.0 | -0.8 | 7.5 | 1.6 | 6 | 0.1 | 6 | 2 | 0.6
CN(C)S(=O)(=O)c1cccc(COc2cccnc2[N+](=O)[O-])c1 | 0.3 | -1.9 | 11 | 0.7 | 3 | · | 8 | 1 | -0.6
COc1ccnc(N=CNOCc2cccc(Cl)c2Cl)c1C#N | 0.1 | · | -0.4 | -0.3 | 0 | -3.9 | -4 | 3 | i
COC(=O)CCC/C=C1/SCC(NC(=O)c2ccccc2)C1O (stereo unspecified) | -0.2 | 0.0 | · | -2.0 | 1 | 0.8 | 16 | 8 | -0.4
CCCc1cc(C(=O)OC)c(NC(=O)OCC)s1 | -0.4 | 1.1 | -1.0 | -3.0 | 0 | -3.0 | 1 | 3 | 2.6
O=C(CSC1c2ccccc2-c2ccccc21)N/N=C/c1ccc(C(=O)O)cc1 | -0.1 | -0.6 | · | -2.1 | -6 | -2.3 | 1 | 2 | -0.3
Cc1cc(OCC(=O)N2CCCC2)ccc1Cl | -0.8 | · | 0.7 | -2.9 | -1 | -0.4 | 13 | 7 | -0.6
Fc1cccc(Cc2c(-c3ccccc3)nc3c(Cl)cc(C(F)(F)F)cn23)c1 | · | 0.9 | -0.4 | · | 2 | -1.0 | · | · | ·
O=C(Nc1ccc(OC(F)(F)F)cc1)Oc1ccccc1N1CCCCC1 | · | 0.1 | -0.6 | -0.8 | 3 | -1.0 | -1 | 5 | i
COc1ccc(Cc2noc(CN(C)CCc3ccccc3)n2)cc1OC | -0.6 | 1.2 | 1.4 | 0.7 | 2 | -3.3 | 3 | 6 | 1.1
COc1ccc(OC)c(C=NNC(=O)NN=Cc2cc(OC)ccc2OC)c1 | · | 0.9 | -1.6 | · | 11 | -0.6 | 27 | 27 | -0.5
CCN(CC(=O)NCc1cccs1)C(=O)c1cc(S(=O)(=O)N2CCCCC2)ccc1Cl | -1.0 | 0.7 | 1.3 | 3.3 | 1 | 1.2 | 11 | 4 | i
Nc1cccc([N+](=O)[O-])c1 | 0.4 | 0.5 | -1.3 | 4.5 | -1 | 0.7 | -6 | -6 | 2.0
Cn1c(CNc2cccc(Cl)c2)nnc1SCC#N | -0.8 | 4.5 | · | -0.9 | -1 | -3.3 | 1 | -4 | -0.2
N#Cc1ccc(-c2ccc(F)cc2)nc1Sc1ccc(F)cc1 | 0.3 | · | -1.9 | 3.7 | 7 | -2.9 | 4 | -5 | -0.2
CCCCn1c(O)c(N=Nc2ccccc2O)c2ccccc21 | -1.1 | 1.2 | -1.3 | -2.2 | -4 | 0.2 | -14 | 1 | 0.9
O=C(N/N=C/c1cc(Cl)cc(Cl)c1O)c1ccncc1 | ? | -0.7 | -7.1 | -0.3 | 2 | 0.1 | 3 | 22 | -0.4
COc1ccc(C(=O)Nc2cc(Cl)ccc2OC(=O)c2ccc(OC)cc2)cc1 | -0.6 | · | -1.7 | -0.9 | 3 | -2.3 | 1 | 10 | i
COC(=O)c1ccc(O)c(Sc2cc(C(=O)OC)ccc2O)c1 | 0.3 | · | -0.8 | 1.3 | 2 | 0.2 | -4 | -1 | -0.3
O=S(=O)(c1ccc(Br)s1)N1CCN(c2ccc(F)cc2)CC1 | 11 | 1.8 | 0.3 | 0.7 | -1 | -3.3 | 23 | -11 | -0.3
CCCCCCCCCn1cc(C(C)=O)c(=O)[nH]c1=O | 1.2 | · | -0.7 | 3.1 | 0 | -4.7 | 5 | 1 | -1.5

Part of the list above, as a markdown table:
| SMILES | PfHsp40 rescue | TcdB inh | Mtb BioA inh | UGM FP inh | FBA Mtb inh | FadD28 binding | Yp Topo-I inh | GDH-TPI counter | Vc quorum ag |
| --- | --- | --- | --- | --- | --- | --- | --- | --- | --- |
| Nc1cccc([N+](=O)[O-])c1 | 0.4 | 0.5 | -1.3 | 4.5 | -1 | 0.7 | -6 | -6 | 2.0 |
| Cn1c(CNc2cccc(Cl)c2)nnc1SCC#N | -0.8 | 4.5 | · | -0.9 | -1 | -3.3 | 1 | -4 | -0.2 |
| N#Cc1ccc(-c2ccc(F)cc2)nc1Sc1ccc(F)cc1 | 0.3 | · | -1.9 | 3.7 | 7 | -2.9 | 4 | -5 | -0.2 |
| CCCCn1c(O)c(N=Nc2ccccc2O)c2ccccc21 | -1.1 | 1.2 | -1.3 | -2.2 | -4 | 0.2 | -14 | 1 | 0.9 |

More results follow.
SMILES | PfHsp40 rescue | TcdB inh | Mtb BioA inh | UGM FP inh | FBA Mtb inh | FadD28 binding | Yp Topo-I inh | GDH-TPI counter | Vc quorum ag
O=C(CSc1ccc(F)cc1)NC12CC3CC(CC(C3)C1)C2 | 3.8 | 0.5 | -1.5 | -2.1 | 3 | -4.3 | 6 | 2 | 0.5
Cc1occc1C(=O)N(C)Cc1nc(-c2ccc(Cl)cc2)no1 | 0.4 | 1.1 | 0.8 | 4.1 | -1 | -1.4 | 3 | 1 | i
CCOC(=O)c1cccc(NC(=O)c2cccnc2)c1 | 1.8 | · | 34 | 6.2 | 2 | 0.0 | 2 | 6 | -0.4
Cc1nc(CSc2nsc(/C=C/N(C)C)c2C#N)cs1 | -0.8 | 0.7 | · | · | 0 | 2.1 | 3 | 12 | -0.3
CCOc1ccc(C2(C)CC(=O)N(C)C2=O)cc1 (stereo unspecified) | -1.4 | -1.1 | -0.9 | -3.9 | 1 | -1.4 | 3 | 5 | -0.3
O=C(OCc1cc(=O)n2cc(Br)ccc2n1)c1ccc(Cl)c(S(=O)(=O)NCc2ccccc2)c1 | -0.4 | 0.1 | -1.3 | 0.2 | -3 | -4.2 | 25 | 5 | -0.3
COC(=O)C1CCN(C(=O)Cc2ccc(OC)c(OC)c2)CC1 | -1.9 | · | -1.0 | 1.7 | -5 | -2.7 | -2 | 2 | -17
O=C(CSC1CC(=O)N(c2ccc(C(=O)O)cc2)C1=O)Nc1ccc(Cl)cc1 (stereo unspecified) | -2.1 | 0.4 | · | 1.8 | 4 | -0.4 | 2 | -2 | -0.3
CC1(C)CC(CC(=O)NNc2nc(-c3ccccc3)cs2)C(=O)O1 (stereo unspecified) | -1.4 | · | · | 5.4 | 2 | -2.1 | 1 | -3 | -0.2
CNC(=O)c1ccccc1Nc1ccc(SC(F)F)cc1 | 1.7 | 0.4 | 0.5 | -0.6 | 1 | -1.8 | -13 | 4 | i
CCOC(=O)C1CCN(C(=O)CCc2nnc3ccc(NCCCN4CCCC4=O)nn23)CC1 | ? | -0.2 | -0.7 | -0.6 | 1 | 0.6 | -2 | 1 | -0.7
COc1cccc(NC(=O)c2cc(-c3ccc(OC)cc3OC)nc3ccccc23)c1 | · | 1.3 | 5.6 | 3.0 | 0 | -3.0 | 6 | -2 | 0.5
Cc1cccc(-n2c(C)nc3cc(C(=O)NCC4CCCO4)ccc32)c1 (stereo unspecified) | -1.5 | 1.5 | 13 | 0.2 | -1 | 0.7 | 1 | 3 | -0.5
CCCNc1ncnc2[nH]ncc12 | 0.3 | 1.0 | -0.2 | · | 1 | 0.1 | 0 | 0 | 3.4
CCCCn1c(O)c(C(C)=NCc2ccco2)c(=O)[nH]c1=O | 0.7 | 1.0 | 0.6 | -1.2 | 1 | -2.9 | 1 | 5 | -0.8
CCOC(=O)C(CCCOc1ccccc1)C(=O)OCC | -0.8 | · | · | -2.0 | 1 | 0.1 | -5 | -5 | -0.1
O=C(Nc1ccc(Br)cc1)c1cccc(-n2cnnn2)c1 | -1.2 | 1.3 | -0.6 | -6.6 | 3 | -7.4 | -2 | 0 | -0.5
COc1ccc(N2CCN(CC(=O)c3c(C)n(C)c4ccc(OC)cc34)CC2)cc1 | 0.3 | 1.1 | -0.6 | -0.1 | 8 | -0.3 | -4 | 1 | -0.4
Cc1ccc(CCNC(=O)Cc2ccc(NC3=NC4CS(=O)(=O)CC4S3)cc2)cc1 (stereo unspecified) | -0.2 | -0.1 | -2.0 | -4.5 | 4 | -2.9 | -1 | 3 | -3.1
Cc1ccc(S(=O)(=O)N2C(=O)CCC2C(=O)N2CCCCC2)cc1 (stereo unspecified) | -2.2 | 0.3 | 0.4 | -1.1 | 1 | 0.2 | 15 | -10 | -2.0
c1ccc2oc(-c3[nH]ncc3CN3CCSCC3)cc2c1 | -0.3 | 0.5 | · | 1.5 | 0 | -2.3 | 7 | 7 | -0.5
COc1ccc(CSCC(=O)Nc2ccccc2SC)cc1 | 0.1 | 0.7 | · | 1.0 | -1 | -1.4 | 21 | 2 | i
O=C(CN1CCCc2ccccc21)Nc1cc(S(=O)(=O)N2CCCC2)ccc1Cl | 0.3 | 1.3 | -1.5 | -0.8 | -2 | -5.2 | 33 | -1 | i
Cn1ccc2c(N3CCCCCC3)cc3c(c21)C1CCC3O1 (stereo unspecified) | · | -4.7 | 0.7 | · | -5 | -2.7 | · | · | ·
O=Cc1ccccc1-c1cn(CCCOCc2ccccc2)nn1 | -0.7 | 0.2 | 15 | -1.7 | 0 | 0.1 | 1 | -3 | i
Cc1ccc(C)c(-c2csc(NC(=O)c3cnccn3)n2)c1 | -1.8 | -0.3 | · | 1.9 | 3 | -2.8 | -7 | 5 | -0.2
CCN1C2=NCCCN2c2cc(C)c(C)cc21 | -0.9 | · | · | -0.4 | 3 | 0.1 | 5 | -1 | -2.8
